CD40 NFkB inh: CD40 pathway inhibition in BL2 cells; BL2 NF-kB luciferase reporter, CD40L-induced, 4 h; inhibition, % at 10 µM; actives 0.94% (n = 83,000); AID 1053188;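 active means mean inhibition of at least 50% with a set share of replicates also reaching that level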;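 further: 0% = neutral control wells and 100% = IKK inhibitor VII at 50 µM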
The depositor's hits bear a star; [ ] = remark or other dose.

SMILES	CD40 NFkB inh
O=C(C[C@H]1CC[C@@H]2NC[C@H](O)COC[C@H]2O1)NCc1ccc2c(c1)OCO2	-9[25 µM]
C[C@H](CO)N1C[C@H](C)[C@@H](CN(C)Cc2ccc(Cl)c(Cl)c2)OCc2cnnn2CCCC1=O	0[25 µM]
O=[N+]([O-])c1cccc(-c2nnc3ccc4ccccc4n23)c1	-36
CN(C)CC(=O)N1[C@@H](C#N)[C@@H](c2ccc(-c3ccccc3F)cc2)[C@@H]1CO	-3
CC(C)Oc1cccc(C(=O)Nc2nnc([C@H]3C[C@H](O)[C@@H](CO)O3)s2)c1	-6
Cc1ccccc1S(=O)(=O)Cc1ccc(C(=O)NCCCN2CCN(C)CC2)o1	10
CN(Cc1cc(Cl)cc(Cl)c1)CC(C(=O)c1ccccc1)c1ccccc1 (stereo not drawn)	6
O=C(O)c1ccccc1-c1ccccc1C(=O)Nc1ccc2oc(=O)c3ccccc3c2c1	11
CN1C(=O)c2cc(NC(=O)Nc3ccc(Cl)cc3)ccc2OC[C@H]2O[C@H](CC(=O)NCCN3CCCCC3)CC[C@@H]21	-19[25 µM]
CCn1c(SCC(=O)NC2(C#N)CCCCC2)nc2ccccc2c1=O	-7
Cc1cccc(N(Cc2ccccc2)C(=O)Cc2ccc(S(=O)(=O)N3CCOCC3)s2)c1	8
COCC(=O)N1[C@H](C#N)[C@H](c2ccc(C3=CCCCC3)cc2)[C@@H]1CO	5
Cc1ccccc1-c1ccccc1[C@H]1[C@@H](CO)N(C(=O)c2ccccc2)[C@H]1C#N	4[25 µM]
COc1ccc(-c2ccc(=N)n(CCCC(=O)O)n2)cc1	-1[25 µM]
O=C(c1cccc(F)c1)N1CC2(C1)[C@@H](c1ccccc1)[C@@H](CO)N2Cc1ccccn1	12[25 µM]
CC(C)OP(=O)(OC(C)C)C(C)NC(=O)Cc1ccccc1 (stereo not drawn)	7
O=S(=O)(Nc1cccc(Cl)c1)c1cccc(-n2cnnn2)c1	3
CCNCc1cc([N+](=O)[O-])ccc1OCC	14
COc1cc(F)ccc1-c1cc(C(=O)NCc2ccc(F)cc2)[nH]n1	2
N=C(N)c1ccc(N=Nc2c(O)ccc3c2[nH]c2ccccc23)cc1	-6
Cc1ccc(S(=O)(=O)N(C)C[C@H]2Oc3cc(C#CC4CCCC4)ccc3S(=O)(=O)N([C@H](C)CO)C[C@@H]2C)cc1	34[25 µM]
CC(=O)Nc1ccc(S(=O)(=O)N[C@@H](C)C(=O)OCC(=O)Nc2ccc3c(c2)OCCO3)cc1	7
CCn1c(Sc2ccc([N+](=O)[O-])cn2)nnc1-c1ccco1	35
CCOC(=O)CC(N)c1cccc([N+](=O)[O-])c1 (stereo not drawn)	5
Brc1c(OCCOCCn2cncn2)ccc2ccccc12	-1
Cc1cc(C(=O)Nc2ccon2)c(C)o1	7
O=C(Nc1ccc2c(c1)[C@@H]1C[C@@H](CC(=O)N3CCCCC3)O[C@H](CO)[C@@H]1O2)NC1CCCC1	5
N#Cc1ccsc1NC(=O)CN1CCN(S(=O)(=O)c2ccc3ccccc3c2)CC1	-1
O=C(CN1C(=O)NC2(CCCC2)C1=O)NNC(=O)c1ccc(F)cc1	-1
COc1ccc(CN(C)C(=O)c2cccc(S(=O)(=O)NCc3ccccc3)c2)cc1F	9
CC1(C)CCCC2(C)C(OCCO)=CC(=O)C=C12 (stereo not drawn)	-3
O=C(CN1C(=O)NC2(CCCCCCC2)C1=O)NC1CCCc2ccccc21 (stereo not drawn)	15
COc1cccc(CNCCc2c[nH]c3ccccc23)c1OCc1ccccc1F	71*
N#C[C@H]1[C@H](c2ccc(C#Cc3cccc(F)c3)cc2)[C@@H](CO)N1C(=O)C1CCC1	55*
Cc1ccc(C)c(NC(=O)COc2coc(CN3CCc4ccccc4C3)cc2=O)c1	2
CCN(CC)C(=O)CSc1nnnn1-c1ccc(F)c(Cl)c1	-3
N#C[C@@H]1[C@H](c2ccc(-c3cccc(F)c3)cc2)[C@@H](CO)N1C(=O)NC1CCCCC1	3
CCN1CCN(S(=O)(=O)c2ccc(Cl)c(C(=O)N(C)Cc3ccc(C(C)(C)C)cc3)c2)CC1	6
Cc1c(C(=O)NCc2cccnc2)oc2ccc(S(=O)(=O)N3CCCCCC3)cc12	5
O=C(CN1CCN(c2cnn(-c3ccccc3)c(=O)c2Cl)CC1)NC1CCS(=O)(=O)C1 (stereo not drawn)	5
O=S(=O)(c1ccccc1)N1CCC(O)(CN2CCN(c3ccccc3)CC2)CC1	12
CC(C)NC(=O)C1CCCN(S(C)(=O)=O)C1 (stereo not drawn)	13
O=C(C[C@@H]1C[C@H]2c3cc(NC(=O)C4CCOCC4)ccc3O[C@H]2[C@H](CO)O1)NCC(F)(F)F	13[25 µM]
Cc1ncc(CO)c2c1OC(C)(C)OC2	3
c1ccc(Nc2ncnc3sc4c(c23)CCC4)cc1	8
COCCN(Cc1cc2cc(C)ccc2n2nnnc12)C(=S)Nc1ccccc1C	-2
COc1ccc(N2CCN(Cc3cc4c(cc3O)CCC4)CC2)cc1	9
CO[C@@H]1CN(C)C(=O)c2cc(NC(=O)c3nc4ccccc4s3)ccc2OC[C@@H](C)NC[C@@H]1C	-2[25 µM]
COc1ccc2cc(CN(C)C(=O)CN3C(=O)NC4(CCCC4)C3=O)ccc2c1	-3
O=S(=O)(c1cccs1)N1CCCCN2[C@H](C1)[C@@H](c1ccc(/C=C/c3ccccc3)cc1)[C@@H]2CO	-5[25 µM]
c1ccc(-c2nc3ccccc3nc2-c2ccccn2)nc1	4
Nc1c(C(=O)NCc2ccco2)nnn1CC(=O)Nc1ccc2c(c1)OCO2	6
CCN1CCCC1CNC(=O)c1ccc2c(=O)n(CCOC)c(=O)[nH]c2c1 (stereo not drawn)	15
FC(F)(F)c1cc(-c2cccs2)nc(NCc2ccco2)n1	7
CN1C(=O)c2cc(NC(=O)c3ccc(C(F)(F)F)cc3)ccc2OC[C@H]2O[C@H](CC(=O)NCc3ccc4c(c3)OCO4)CC[C@@H]21	11[25 µM]
Cc1noc(NS(=O)(=O)c2ccc(NC(=O)COc3ccccc3)cc2)c1C	-15
Cc1ccnc(N2CCC(C(=O)NCc3ccc4c(c3)OCO4)CC2)n1	10
O=C(Nc1ccc(F)cc1)Nc1nnc(Cc2ccccc2)s1	1
O=C(NCc1ccco1)c1nc(-c2ccccc2)n(-c2ccccc2)n1	13
O=C(c1cc2ncc(Br)cn2n1)N1CCOCC1	0

Following part.
SMILES	CD40 NFkB inh
O=S(=O)(c1ccccc1)c1nc(NCc2ccccc2)sc1Cl	7
c1ccc(CN(Cc2ccccc2)c2ncnc3c2nnn3Cc2ccccc2)cc1	2
N#CCCN1CCN(S(=O)(=O)c2ccc(S(=O)(=O)NCc3ccccc3)cc2)CC1	10
CCN(CCCNC(=O)CN1C(=O)COc2ccccc21)c1ccccc1	9
C[C@H](CO)N1C[C@H](C)[C@@H](CN(C)Cc2ccccc2)OCc2ccccc2-c2ccccc2C1=O	7
CCNc1nc2c(c(=O)[nH]c(=O)n2C)n1CC(C)C	20
CN(C[C@H]1N[C@H](CO)[C@H]1c1ccc(C2=CCCCC2)cc1)S(C)(=O)=O	1
O=C(NC1CCCC1)c1ccc([N+](=O)[O-])s1	-2
COc1ccc2c3c(n(C)c2c1)[C@H](CO)N(C(=O)C1CCCC1)CC31CN(C(=O)Nc2cccc(F)c2)C1	9
CC(C(=O)O)N1C(=O)CSc2ncccc21 (stereo not drawn)	3
COc1ccccc1C#Cc1ccc([C@@H]2[C@@H](CO)N3CCCCN(CCC(F)(F)F)C[C@H]23)cc1	-5[25 µM]
C[C@H](NC(=O)[C@@H]1Cc2ccccc2CN1)C(=O)NCC1CCCO1 (stereo partly drawn)	3
CC(C)n1ncc2c(C(=O)NCc3cccnc3)cc(C3CC3)nc21	0
Cc1ccnc2nc(NC(=O)c3ccco3)nn12	-37
O=C(C[C@@H]1CC[C@H]2[C@@H](COC[C@@H](O)CN2Cc2ccc(C(F)(F)F)cc2)O1)N1CCc2ccccc2C1	2[25 µM]
CC(=O)Nc1ccc(SCc2ncc(-c3ccccc3)o2)cc1	-98
O=C(Nc1ccc(Cl)cn1)C1CC1	11
Cc1ccc(NC(=O)NC2CC(=O)N(c3ccc4c(c3)OCCO4)C2)cc1 (stereo not drawn)	7
O=C(COc1ccc(-c2ccccc2)cc1)N1CCN(C(=O)c2cccs2)CC1	7
O=C(C[C@H]1C[C@H]2c3cc(NC(=O)c4ccc5c(c4)OCO5)ccc3O[C@H]2[C@H](CO)O1)NCC(F)(F)F	5[25 µM]
CCOC(=O)c1nnn(-c2nonc2N)c1-c1ccccc1Cl	4
CN1C(=O)c2cc(NS(C)(=O)=O)ccc2OC[C@@H]2O[C@@H](CC(=O)N3CCOCC3)CC[C@@H]21	-9[25 µM]
N#CCCN(C(=O)COC(=O)C1CCN(c2ccc(C(F)(F)F)cn2)CC1)c1ccc(F)cc1	0
CCOC(=O)c1cnc(-n2nc(C)cc2C)nc1-n1nc(C)cc1C	-6
Cc1nn(-c2ccccc2)c2sc(C(=O)NCc3ccc4c(c3)OCO4)cc12	-4
CCOc1ccc2oc(C(=O)OCC(=O)NC(=O)NC)c(C)c2c1	14
O=C(NCCC1CCCCN1S(=O)(=O)c1ccc(Cl)cc1)C(=O)NCc1ccncc1 (stereo not drawn)	2
CN(C)C(=O)CN1CCN(Cc2nc(CC3CC3)no2)CC1	-33
O=C(NN=Cc1c(O)ccc2ccccc12)C1CC1	-15
O=C(C1CCOCC1)N1CC[C@H]2[C@H](CO)Nc3ccc(-c4cccc(F)c4)cc3[C@H]21	5[25 µM]
O=C(Nc1ccncc1)c1cccc(S(=O)(=O)N2CCCC2)c1	13
CCOC(=O)C1(CCOc2ccccc2)CCN(Cc2ccc3nonc3c2)CC1	5
C[C@H](CO)N1C[C@H](C)[C@@H](CN(C)S(=O)(=O)c2ccsc2)OCc2ccccc2-c2ccccc2C1=O	5
COc1ccc(OC)c(-c2csc(NC(=O)C3=NN(c4ccccc4)C(=O)CC3)n2)c1	3
CN(CCCNC(=O)c1cc2c(=O)[nH]c3ccccc3c2n1C)Cc1ccccc1	-4
COc1ccc(NC(=O)CNc2cc(C)ccc2C)cc1S(=O)(=O)N1CCOCC1	0
O=C1CCc2cc(S(=O)(=O)N3CCCCC3)cc3c2N1CCC3	3
CN1[C@@H]2Cn3c(ccc(C4=CCCC4)c3=O)[C@H]1[C@@H](C(=O)N1CCOCC1)[C@@H]2CO	2[25 µM]
COCC#Cc1ccc2c(c1)O[C@@H](CN(C)C(=O)COC)[C@@H](C)CN([C@@H](C)CO)S2(=O)=O	2[25 µM]
CC1CCCN(C(=O)COc2ccc(NC(=O)c3cccs3)cc2)C1 (stereo not drawn)	-16
C[C@@H]1CN([C@@H](C)CO)C(=O)c2cccc(NC(=O)CCCCCC(=O)Nc3ccccc3N)c2O[C@@H]1CN(C)Cc1ccc(Cl)c(Cl)c1	10[25 µM]
CC(=O)c1cnc(SCc2ccc(Cl)cc2)nc1C	-6
CC1CCCN(C(=O)c2cccc(S(=O)(=O)N3CCCc4ccccc43)c2)C1 (stereo not drawn)	8
COc1ccc2cc(C(=O)O)ccc2c1	4
Cc1ccc(-n2nc(C)c3c(C)onc3c2=O)cc1	-4
O=C(NCc1ccccn1)c1ccc(COc2ccc(Cl)cc2)o1	16
CCC(C)C(=O)Nc1nnc(SCC(=O)NC(C)(C)C)s1 (stereo not drawn)	0
CO[C@@H]1CN(C)C(=O)c2ccc(NC(=O)C3CCOCC3)cc2OC[C@H](C)N(CC2CC2)C[C@H]1C	-1
O=C(C1CCCCC1)N1C[C@@H]2[C@H](c3ccccc31)[C@@H](CO)N2C(=O)c1ccccc1F	-1[25 µM]
CCN(CC)C(=S)Nc1ccc(C(=O)OC)cc1	4
C[C@H](CO)N1C[C@H](C)[C@@H](CN(C)C(=O)[C@H](C)c2ccccc2)OCc2ccccc2-c2ccccc2C1=O	3
O=C(CCCc1ccccc1)NCCCN1CCOCC1	0
CC1CCCC(NC(=O)COC(=O)C2=COCCO2)C1C (stereo not drawn)	-7
O=C(COC(=O)c1ccccc1[N+](=O)[O-])c1ccc(C2CCCCC2)cc1	91*
CO[C@H]1CN(C)C(=O)c2ccc(NS(=O)(=O)c3c(C)noc3C)cc2OC[C@@H](C)NC[C@H]1C	-6[25 µM]
CN(C)C(=O)c1ccc(-n2cccn2)nc1	7
CCC(C)CN1CCC(CO)(Cc2ccccc2Cl)CC1 (stereo not drawn)	15
N#Cc1ccccc1S(=O)(=O)N1CCN(Cc2cc3c(cc2Br)OCCO3)CC1	-1
Cc1ccc(NC(=O)CCl)c(C)c1	10

Screening results from PubChem.

The list is partial, so the mix of outcomes need not match the whole.
